pPAFAH FP inh: pPAFAH (human) enzyme inhibition. 330,000 tested, 1.5% active. recombinant pPAFAH, FP-rhodamine probe fluorescence polarization. Q13093. inhibition, % at 3.39 µM;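 active means inhibition above the mean inhibition across the screen plus 3 SD, cut at about 25% in these data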;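 further: inhibitors block binding of the rhodamine activity-based probe so polarization drops; 0% = enzyme with DMSO and 100% = wells lacking pPAFAH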
PAFAH1B2 FP inh: blocks human PAF acetylhydrolase 1b catalytic subunit 2. P68402. recombinant PAFAH1B2, FP-rhodamine activity probe, fluorescence polarization. inhibition, % at 3.39 µM. 340,000 tested, 1.2% active;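 active means inhibition above the mean of all tested compounds plus 3 SD, cut at about 24% in these data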;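 further: 0% = enzyme with DMSO and 100% = wells lacking PAFAH1B2; many of its hits are not listed in these tables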
PAFAH2 inh: inhibitors of human PAFAH2 | AID 492956 | inhibition, % at 3.39 µM | Q99487 | recombinant PAFAH2, FP-rhodamine activity probe, fluorescence polarization | 340,000 tested, 0.99% active;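 active means inhibition above the mean over all tested compounds plus 3 SD, cut at about 30% in these data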;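 further: inhibitors block probe labeling of enzyme so polarization drops; 0% = enzyme with DMSO and 100% = wells lacking PAFAH2 protein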
LYPLA1 counter: LYPLA1 (human) inhibition in PME1 counter-screen | O75608 | recombinant LYPLA1, FP-Rh probe fluorescence polarization | inhibition, % at 5.9 µM | 320,000 tested, 0.16% active | AID 2174;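 active means inhibition above the mean of all tested compounds plus 3 SD, set per campaign, cut at about 14% in these data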;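 further: inhibitors block serine hydrolase probe labeling of LYPLA1 so polarization falls; 0% = enzyme with DMSO and 100% = wells lacking LYPLA1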
Target sequence (O75608 whole entry, looked up): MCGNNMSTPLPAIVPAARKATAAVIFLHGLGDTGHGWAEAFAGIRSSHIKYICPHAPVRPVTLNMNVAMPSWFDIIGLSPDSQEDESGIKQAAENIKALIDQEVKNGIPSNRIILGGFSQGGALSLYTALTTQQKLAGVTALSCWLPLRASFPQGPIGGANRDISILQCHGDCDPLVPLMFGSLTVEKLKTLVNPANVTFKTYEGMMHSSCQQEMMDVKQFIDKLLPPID
GSTO1 inh: blocks human GSTO1 in RBBP9 counter-screen. P78417. recombinant GSTO1, activity-based probe fluorescence polarization. inhibition, % at 5.96 µM. 300,000 tested, 1.1% active. AID 1974;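 active means inhibition above the campaign mean inhibition plus 3 SD, cut at about 35% in these data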;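 further: 0% = GSTO1-1 with DMSO and 100% = wells lacking GSTO1-1 enzyme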
PAFAH1B3 inh: blocks human PAF acetylhydrolase 1B catalytic subunit 3; Q15102; recombinant PAFAH1B3, FP-rhodamine probe, fluorescence polarization; inhibition, % at 3.39 µM; 340,000 tested, 0.28% active;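 active means inhibition above the screen-wide average of all tested compounds plus 3 SD, cut at about 25% in these data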;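 further: 0% = enzyme with DMSO only and 100% = wells lacking PAFAH1B3 protein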
LYPLA2 inh: blocks human lysophospholipase 2, a PME1 counter-screen; inhibition, % at 5.9 µM; O95372; recombinant LYPLA2, FP-Rh probe fluorescence polarization; AID 2177; 320,000 tested, 0.38% active;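 active means inhibition above the screen-wide mean plus 3 SD, limit set per campaign, cut at about 26% in these data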;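 further: 0% = LYPLA2 with DMSO and 100% = wells lacking LYPLA2 enzyme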
PREPL inh: inhibitors of human prolyl oligopeptidase-like enzyme PREPL. recombinant PREPL, fluorescence polarization activity-based probe. inhibition, % at 5.96 µM. 320,000 tested, 0.68% active. AID 2751; in the data active means inhibition above about 43%;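 further: 0% = enzyme with DMSO and 100% = wells lacking enzyme; many of its hits are not listed in these tables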
Target sequence (Q4J6C6 whole entry, looked up): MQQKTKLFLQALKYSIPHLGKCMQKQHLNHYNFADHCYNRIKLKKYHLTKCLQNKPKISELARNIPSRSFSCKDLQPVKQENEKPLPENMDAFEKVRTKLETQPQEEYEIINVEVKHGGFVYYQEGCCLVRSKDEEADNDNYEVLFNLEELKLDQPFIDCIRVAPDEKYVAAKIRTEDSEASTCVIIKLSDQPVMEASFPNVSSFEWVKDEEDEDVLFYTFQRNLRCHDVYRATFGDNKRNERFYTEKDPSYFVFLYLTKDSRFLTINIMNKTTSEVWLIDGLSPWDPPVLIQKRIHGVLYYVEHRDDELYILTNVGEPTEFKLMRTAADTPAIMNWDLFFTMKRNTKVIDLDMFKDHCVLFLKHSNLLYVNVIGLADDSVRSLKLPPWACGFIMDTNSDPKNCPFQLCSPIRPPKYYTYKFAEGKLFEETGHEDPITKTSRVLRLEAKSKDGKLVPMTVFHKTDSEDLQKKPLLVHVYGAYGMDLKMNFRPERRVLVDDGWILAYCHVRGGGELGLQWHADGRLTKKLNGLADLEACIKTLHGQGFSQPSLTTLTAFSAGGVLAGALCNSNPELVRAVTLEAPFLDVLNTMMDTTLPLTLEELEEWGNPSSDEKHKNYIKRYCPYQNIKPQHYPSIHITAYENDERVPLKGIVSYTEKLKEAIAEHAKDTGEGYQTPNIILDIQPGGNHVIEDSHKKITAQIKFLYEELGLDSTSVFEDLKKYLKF
PAD4 FP inh: inhibitors of human PAD4; Q9UM07; recombinant PAD4, RCA probe fluorescence polarization; inhibition, % at 6.36 µM; 330,000 tested, 0.41% active; AID 485272;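 active means percent inhibition above a cutoff equal to the mean of all tested compounds plus 3 SD, cut at about 15% in these data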;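 further: 0% = PAD4 with RCA probe and DMSO and 100% = probe without PAD4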
Starred values were filed as active, the others as inactive; / = not tested or not shown. Not all compounds are listed, so the mix of outcomes need not match the whole.

#	canonical_smiles	pPAFAH FP inh	PAFAH1B2 FP inh	PAFAH2 inh	LYPLA1 counter	GSTO1 inh
1	O=C(CCS(=O)(=O)Cc1ccccc1F)NCCCN1CCCCC1	1	3	-1	-2	8
2	CSc1cccc(NC(=O)CN(Cc2ccc(Cl)cc2)S(C)(=O)=O)c1	0	4	-2	1	5
3	COc1ccc(N2CCN(CCNC(=O)Nc3ccc(C)cc3Cl)CC2)cc1	-2	2	5	2	8
4	COc1cccc(Nc2nc3cc(OC)ccc3cc2C#N)c1	-6	1	2	1	8
5	Cc1ccccc1C(=O)NNC(=S)NC(=O)COc1ccccc1	-3	3	2	-4	-3
6	COc1ccccc1NC(=O)c1ccc(NC(=O)CN2CCCCC2)cc1	1	2	-2	/	/
7	COC(=O)c1sc(S(=O)(=O)Nc2ccc(C)cc2)c(C(=O)OC)c1C	2	1	3	0	8
8	Cc1cccc(NC(=O)CCN2C(=O)c3ccccc3C2=O)c1	2	4	-2	-1	1
9	O=[N+]([O-])c1ccc(S(=O)(=O)N2CCN(Cc3ccco3)CC2)cc1	2	8	8	-1	-4
10	O=C(c1cc(-c2ccccn2)nc2c(Cl)cccc12)N1CCN(S(=O)(=O)c2ccccc2)CC1	10	5	-4	-5	-4

#	PAFAH1B3 inh	LYPLA2 inh	PREPL inh	PAD4 FP inh
1	-1	1	11	2
2	-1	-5	-32	0
3	10	5	-1	-3
4	4	-1	10	-2
5	-3	-4	13	6
6	6	/	10	-4
7	-4	-8	-27	-1
8	14	3	0	-5
9	-3	-4	3	1
10	-8	-9	-13	0

More compounds follow.
#	canonical_smiles	pPAFAH FP inh	PAFAH1B2 FP inh	PAFAH2 inh	LYPLA1 counter	GSTO1 inh
11	CCc1nnc(NC(=O)CCS(=O)(=O)Cc2ccccc2)s1	4	-2	0	1	-4
12	O=C(CCc1c[nH]c2ccccc12)Nc1ncccc1O	3	-2	14	2	3
13	Cc1ccc(S(=O)(=O)N2CCN(c3ccccc3)CC2)cc1C	4	-3	1	4	5
14	O=c1ccnc2n1COCS2	-2	5	9	0	-10
15	O=c1ncn(-c2cccc(F)c2)c2ncccc12	1	7	3	-6	2
16	N/C(=N\OC(=O)c1ccc(=O)n(Cc2ccccc2)c1)c1ccccn1	-1	5	18	1	-3
17	OC(COc1ccc2c(c1)CCC2)Cn1cnc2ccccc21 (centres undefined)	-4	3	-8	1	-7
18	CCCc1[nH]n(-c2ccc(F)cc2)c(=O)c1C=Nc1ccc(C)cc1	-1	9	-1	-6	7
19	O=C(C/C=N\OCc1ccc([N+](=O)[O-])cc1)Nc1ccc(Cl)cc1	0	9	4	-3	6
20	CN1CCSc2ccc(C(=O)Nc3ccc(Cl)cc3)cc21	3	2	-7	-5	-2

#	PAFAH1B3 inh	LYPLA2 inh	PREPL inh	PAD4 FP inh
11	-3	8	-8	-9
12	6	1	7	2
13	6	-4	-35	-2
14	-3	-4	2	0
15	6	-4	-2	3
16	2	-5	-4	7
17	-1	-1	-12	1
18	6	-3	5	-4
19	6	5	15	-3
20	-3	-5	17	0

Following part.
#	canonical_smiles	pPAFAH FP inh	PAFAH1B2 FP inh	PAFAH2 inh	LYPLA1 counter	GSTO1 inh
21	Cc1ccc(CN2C(=O)CSc3ccc(C(=O)NC4CC4)cc32)cc1	6	1	-4	-1	0
22	O=C1/C(=C/c2ccc([N+](=O)[O-])cc2)CCC1C1CCCC1 (centres undefined)	2	5	5	0	5
23	Cc1c(C(=O)NNS(=O)(=O)c2ccccc2Cl)sc(=S)n1C	-2	1	-5	-2	2
24	Cc1noc(C(=O)NCc2ccco2)c1Cl	0	-2	-1	-3	-1
25	COC(=O)C1=C(O)CSC1=Nc1ccccc1	-3	7	7	-3	4
26	Cc1csc2c(N3CCN(C(=O)Nc4ccc(OC(F)(F)F)cc4)CC3)ncnc12	-2	-1	-6	-6	-2
27	O=C(c1ccc(S(=O)(=O)N2CCCC2)cc1)N1CCCc2ccccc21	2	-3	-1	2	3
28	CC1CCCC(C)N1CC(O)COC1CCC(C(C)(C)C)CC1 (centres undefined)	3	5	-2	1	-3
29	COc1cccc(CN(C)C(=O)c2ccc(NS(=O)(=O)c3ccc4[nH]c(=O)[nH]c4c3)cc2)c1OC	3	0	4	-1	-33
30	CC(=O)NCC(=O)NC1(C(=O)NC2CCCC2)CCCCC1	4	3	2	0	4

#	PAFAH1B3 inh	LYPLA2 inh	PREPL inh	PAD4 FP inh
21	3	-1	3	2
22	0	3	1	1
23	2	-4	8	1
24	9	-5	-2	-8
25	4	-2	-5	-2
26	0	4	-1	0
27	2	0	-11	-1
28	9	3	4	1
29	-1	-1	3	-3
30	-3	-3	2	1

Additional compounds.
#	canonical_smiles	pPAFAH FP inh	PAFAH1B2 FP inh	PAFAH2 inh	LYPLA1 counter	GSTO1 inh
31	N#CC(C#N)=C1C=C2C=C(N3CCCCC3)CCC2CC1 (centres undefined)	13	/	/	11	-26
32	Cc1cc(NC(=O)CN2C(=O)NC3(CCCCCC3)C2=O)ccc1Br	1	6	-4	-3	/
33	COc1ccc2c(c1)C(C)CC(C)(C)N2C(=O)Nc1ccccc1 (centres undefined)	4	-1	-3	2	5
34	O=C(CCCC(=O)N(CC(=O)NC1CCCC1)c1cccc(F)c1)Nc1ccccn1	1	6	-10	-2	6
35	O=C(/C=C/c1ccc2c(c1)OCO2)NCCSCc1c(Cl)cccc1Cl	-3	-4	5	-18	-5
36	CCOC(=O)C1=C(C)N(C)C(=O)NC1c1ccccc1OC (centres undefined)	1	5	8	-6	12
37	Cc1cccc(NC(=O)C2c3ccccc3C(=O)N3CCc4ccccc4C23)n1 (centres undefined)	5	-2	-15	0	0
38	CCCCc1nnc(NC(=O)C2CCN(c3ncnc4sc(C)c(C)c34)CC2)s1	9	6	4	8	-5
39	CC1CCCN(c2nc3c(c(=O)n(C)c(=O)n3C)n2CCSc2nc3ccccc3s2)C1 (centres undefined)	-6	3	-3	-3	-5
40	Cc1cc(C#Cc2c(-c3ccccc3)n(C)c3ccccc23)ccc1F	-5	2	-11	-4	-4

#	PAFAH1B3 inh	LYPLA2 inh	PREPL inh	PAD4 FP inh
31	/	3	8	49*
32	4	1	-20	-4
33	3	3	-7	1
34	-2	-2	3	0
35	-4	-32	-22	0
36	9	-7	16	-4
37	8	-3	-25	-4
38	0	18	6	0
39	2	-2	26	-2
40	-2	0	21	0

Four entries from above, with each value named:
32. Cc1cc(NC(=O)CN2C(=O)NC3(CCCCCC3)C2=O)ccc1Br
- pPAFAH FP inh = 1
- PAFAH1B2 FP inh = 6
- PAFAH2 inh = -4
- LYPLA1 counter = -3
- GSTO1 inh = /
- PAFAH1B3 inh = 4
- LYPLA2 inh = 1
- PREPL inh = -20
- PAD4 FP inh = -4

33. COc1ccc2c(c1)C(C)CC(C)(C)N2C(=O)Nc1ccccc1 (centres undefined)
- pPAFAH FP inh = 4
- PAFAH1B2 FP inh = -1
- PAFAH2 inh = -3
- LYPLA1 counter = 2
- GSTO1 inh = 5
- PAFAH1B3 inh = 3
- LYPLA2 inh = 3
- PREPL inh = -7
- PAD4 FP inh = 1

38. CCCCc1nnc(NC(=O)C2CCN(c3ncnc4sc(C)c(C)c34)CC2)s1
- pPAFAH FP inh = 9
- PAFAH1B2 FP inh = 6
- PAFAH2 inh = 4
- LYPLA1 counter = 8
- GSTO1 inh = -5
- PAFAH1B3 inh = 0
- LYPLA2 inh = 18
- PREPL inh = 6
- PAD4 FP inh = 0

40. Cc1cc(C#Cc2c(-c3ccccc3)n(C)c3ccccc23)ccc1F
- pPAFAH FP inh = -5
- PAFAH1B2 FP inh = 2
- PAFAH2 inh = -11
- LYPLA1 counter = -4
- GSTO1 inh = -4
- PAFAH1B3 inh = -2
- LYPLA2 inh = 0
- PREPL inh = 21
- PAD4 FP inh = 0

Next part
#	canonical_smiles	pPAFAH FP inh	PAFAH1B2 FP inh	PAFAH2 inh	LYPLA1 counter	GSTO1 inh
41	CCOC(=O)C1CCN(C(=O)c2ccc3c(=O)n4nc(Nc5cc(C)ccc5C)sc4nc3c2)CC1	24	-3	-7	-13	0
42	CCCc1cc(NC(=O)COC(=O)c2nccnc2N)n(-c2ccccc2)n1	1	5	10	-1	/
43	Cc1ccc(C(=O)NC(=S)Nn2cnnc2)cc1	4	3	-5	-2	3
44	COc1ccc(/C=N/N2CCN(Cc3ccc(C)cc3)CC2)cc1Br	3	3	6	5	0
45	Oc1cccc2ccc(N3CCOCC3)nc12	-2	-1	3	-1	4
46	CC(C)NC(=S)N/N=C/c1ccc(C(C)(C)C)cc1	4	5	2	-2	-6
47	CCC(=O)Nc1nc2ccccc2n1Cc1ccc(Cl)cc1	5	5	5	1	0
48	COC(=O)c1nn(-c2ccccc2)c(Cl)c1/C=N/OCc1ccc(C)cc1	2	-1	9	-4	0
49	CCOC(=O)N1CCN(C(=O)COc2ccc3c(c2)C(=O)CC(C)(C)O3)CC1	2	1	1	-1	-1
50	O=C(O)c1ccc2c(=O)n(-c3ccccc3)c(=S)[nH]c2c1	2	-1	-8	-2	13

#	PAFAH1B3 inh	LYPLA2 inh	PREPL inh	PAD4 FP inh
41	4	-4	-23	1
42	13	4	4	-3
43	5	-9	-1	4
44	1	26*	25	0
45	6	-2	-7	-2
46	1	0	8	1
47	10	0	1	-3
48	3	-3	4	-5
49	9	1	-4	1
50	2	0	8	3

Later entries
#	canonical_smiles	pPAFAH FP inh	PAFAH1B2 FP inh	PAFAH2 inh	LYPLA1 counter	GSTO1 inh
51	c1ccc(-c2nc(CSc3nnnn3-c3ccccc3)cs2)cc1	1	3	0	0	0
52	CCOC(=O)C1=CNS(=O)(=O)NC1CCc1ccccc1 (centres undefined)	5	18	3	/	/
53	CCCCOc1ccc(-c2nnn(C(C)(C)C(=O)OC)n2)cc1	10	-3	-1	1	8
54	Cc1cc(=O)nc2c3ccccc3n(C(C)C(=O)NCCC(C)C)n12 (centres undefined)	-4	-1	-13	-4	10
55	COc1ccc(Cl)cc1NS(=O)(=O)c1cccc(C(=O)NCC(c2ccco2)N(C)C)c1 (centres undefined)	3	5	2	1	2
56	O=[N+]([O-])c1ccccc1S(=O)(=O)N1CCSCC1	3	2	0	3	/
57	COc1ccc(CC(=O)NCc2ccccc2)cc1	6	-1	2	0	19
58	Cc1[nH]ccc(=O)c1Cc1c(Cl)cccc1Cl	4	3	-8	1	-5
59	CCN1/C(=C/C=C/c2oc3ccc4ccccc4c3[n+]2CC)Oc2ccc3ccccc3c21	42*	/	/	58*	-34
60	O=C(CNC(=O)C12CC3CC(CC(C3)C1)C2)OCC(=O)N1CCCCC1	-1	8	0	-1	6

#	PAFAH1B3 inh	LYPLA2 inh	PREPL inh	PAD4 FP inh
51	-1	3	-19	0
52	3	/	/	-1
53	0	1	-8	0
54	3	-5	7	0
55	6	-1	5	1
56	1	-4	1	4
57	10	4	3	0
58	5	0	-15	4
59	/	-33	-62	-73
60	8	-1	10	-4

Next section.
#	canonical_smiles	pPAFAH FP inh	PAFAH1B2 FP inh	PAFAH2 inh	LYPLA1 counter	GSTO1 inh
61	O=C(CSc1nnc(CNC(=O)c2ccccc2)o1)NCc1ccc2c(c1)OCO2	1	3	0	-1	-10
62	COCCNC(=S)NN(c1ccccc1)c1ccccc1	7	6	7	-1	-5
63	Cn1c(SCC(=O)N2CCN(S(=O)(=O)c3ccc(Cl)cc3)CC2)nc2ccccc21	-6	21	-8	-1	-12
64	COc1cccc(-c2cc(C(=O)N3CCN(C(=O)c4ccco4)CC3)on2)c1	11	-6	2	1	-1

#	PAFAH1B3 inh	LYPLA2 inh	PREPL inh	PAD4 FP inh
61	7	-15	-10	-3
62	4	5	2	1
63	1	-2	12	5
64	-3	8	2	-5
